Bioassay records (PubChem BioAssay)
Peg3 promoter: reduces Peg3 promoter-driven luciferase expression in HeLa; HeLa PEG-Prom luciferase reporter, luminescence, overnight; inhibition, % at 20 µM; 360,000 compounds, 1.7% hits; AID 588405;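 active = inhibition of at least 50% at 20 µM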
NR2E3 ag-1: NR2E3 (human) agonism. 320,000 compounds, 0.12% hits. inhibition of corepressor binding, % at 4.78 µM. Q9Y5X4. AID 2300. GST-NR2E3/biotin-RetCOR TR-FRET, 1536-well;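 active = percent inhibition above the cutoff of mean plus 3 SD of all tested compounds, set per screening campaign, cut at about 20% in these data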;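 note: 0% = DMSO wells and 100% = biotin wells as full block of FRET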
Target sequence (Q9Y5X4 whole entry, looked up): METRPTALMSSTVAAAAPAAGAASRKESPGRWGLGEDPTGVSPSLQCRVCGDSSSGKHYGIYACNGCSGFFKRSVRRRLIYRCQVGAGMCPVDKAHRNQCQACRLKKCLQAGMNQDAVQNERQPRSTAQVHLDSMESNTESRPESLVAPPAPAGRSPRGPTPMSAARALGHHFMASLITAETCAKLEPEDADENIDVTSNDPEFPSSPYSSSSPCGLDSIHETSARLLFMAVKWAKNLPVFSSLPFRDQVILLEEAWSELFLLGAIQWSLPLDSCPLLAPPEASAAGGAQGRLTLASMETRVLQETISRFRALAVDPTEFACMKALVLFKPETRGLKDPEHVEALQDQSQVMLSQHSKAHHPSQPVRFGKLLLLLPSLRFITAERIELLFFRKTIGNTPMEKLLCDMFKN
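Material: NR2E3–RetCOR corepressor complex / Incubation: Compound–protein incubation for 5 h at 4 °C / Dosing: compound at 4.8 µM, single dose / Detection: time-resolved FRET / Benchmarks: high control biotin, low control 0.6% DMSO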
NR2E3 ag-2: activates human NR2E3 receptor; Q9Y5X4; CHO-S Gal4-NCOR/VP16-NR2E3 two-hybrid, luciferase; inhibition of corepressor binding, % at 3.98 µM; 360,000 compounds, 0.35% hits; AID 602229;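 active = inhibition above the mean of all tested compounds plus 3 SD, cut at about 70% in these data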;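 note: 0% = DMSO with NR2E3 transfected cells and 100% = cells lacking NR2E3 construct; higher means lower luciferase signal from less NR2E3 corepressor binding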
HIF-2a block: blocks HIF-2a reporter activity. 786-0 RCC cells HIF-2a reporter, luciferase luminescence, overnight. inhibition, % at 18.8 µM. 360,000 compounds, 0.72% hits. AID 624352;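 active = inhibition of the luminescence signal of 40% or more relative to plate controls, in a single-dose primary screen at 18.75 µM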
TRAIL sens C8: caspase-8 TRAIL sensitization | 360,000 compounds, 1% hits | inhibition (viability loss, TRAIL sensitization), % at 10 µM | NB7+C8 cells + TRAIL, ATPlite viability luminescence;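 active = compounds causing at least 50% loss of cell viability in the single-dose screen, relative to plate controls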
TRPM1 prom inh: inhibitors of MITF-driven TRPM1 promoter in melanoma cells. SK-MEL-5 TRPM1 promoter luciferase, 24 h. inhibition, % at 12.5 µM. 330,000 compounds, 0.83% hits. AID 488899;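 active = mean inhibition across replicates of 60% or more, whatever share of single replicates reaches that level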; note: values of inactives mirror those of a sister screen read the other way
TWEAK-Fn14 inh: inhibitors of TWEAK-Fn14 interaction signaling; 360,000 compounds, 2% hits; TWEAK-stimulated Fn14 reporter cells, luciferase luminescence, 8 h; inhibition, % at 10 µM; in the data active = inhibition above about 50%
CF NFkB inh: cystic fibrosis NF-kB activation inhibition; AID 588850; 360,000 compounds, 0.86% hits; KKLEB NF-kB-GFP reporter, PAF-induced, GFP fluorescence overnight; inhibition, % at 5 µM;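 active = at least 50% inhibition at 5 µM, scaled per plate between neutral and stimulator controls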;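 note: PAF is a Pseudomonas aeruginosa culture filtrate used as stimulus; plate controls were PAF-stimulated DMSO wells for no effect and unstimulated DMSO wells for full effect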
TROY NFkB inh: inhibitors of TROY-dependent NF-kB signaling. Q293 LMP1-TROYcd NF-kB luciferase reporter, 4 h. inhibition, % at 10 µM. 360,000 compounds, 0.98% hits. AID 1347056;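 active = compounds whose plate-normalised and pattern-corrected inhibition of the luciferase reporter signal at the single screening dose is 50% or more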
Shn3 3UTR inh: inhibitors of Schnurri-3 3'UTR reporter in osteoblasts. Clone20 osteoblast Shn3 3'UTR firefly luciferase, 24 h. inhibition, % at 12.5 µM. 360,000 compounds, 0.52% hits. AID 588674;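 active = mean inhibition of at least 75% with every replicate also reaching 75%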;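 note: 0% = median of neutral control wells and 100% = pilot-screen positive control compound; some compounds past the cut are filed as inactive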
KKLEB cytotox: counter-screen for CF NF-kB inhibitors: cytotoxicity; 360,000 compounds, 0.36% hits; activity change (cytotoxicity), % at 5 µM; KKLEB CF airway cells viability, ATPlite luminescence, overnight; hits give low values; cells stimulated with P. aeruginosa culture filtrate;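 active = corrected activity change at or below -50% at 5 µM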
An asterisk follows results filed as active; · = no result given. This is a subset; the hit share may differ from the screen's.

SMILES | Peg3 promoter | NR2E3 ag-1 | NR2E3 ag-2 | HIF-2a block | TRAIL sens C8 | TRPM1 prom inh | TWEAK-Fn14 inh | CF NFkB inh | TROY NFkB inh | Shn3 3UTR inh | KKLEB cytotox
O=c1c2ccccc2nnn1CSc1ccc2ccccc2n1 | -30 | 3 | -23 | -113 | -12 | -11 | -4 | 2 | -30 | -17 | 5
Cc1cc(NC(=O)C(C)SCC(=O)N(C)CC(=O)Nc2ccccc2Br)no1 (stereo not given) | 2 | 1 | 23 | 5 | 5 | 5 | -3 | -7 | 18 | -9 | 2
C=CCC(COCc1ccccc1)NS(=O)(=O)c1ccccc1Br (stereo not given) | 4 | 6 | -16 | -3 | 14 | 4 | -12 | -27 | -14 | 19 | -1
CC(=O)Nc1cc(F)c2c(c1F)Cc1cc(F)ccc1-2 | -224 | · | -117 | -218 | -17 | -44 | -18 | -9 | -72 | -40 | -1
O=C(CC1NC(=S)NC1=O)c1ccc(Cl)cc1 (stereo not given) | 16 | 3 | -20 | 19 | 3 | -22 | 10 | 10 | -17 | 7 | -3
CCC(=O)N1CCCC(C(=O)Nc2ccc3cn[nH]c3c2)CC1 (stereo not given) | -10 | · | -3 | 8 | 1 | · | 8 | 2 | 1 | -1 | -5
CC(C)C(NC(=O)c1ccc([N+](=O)[O-])cc1Cl)C(=O)N1CCCC1 (stereo not given) | 3 | 0 | -2 | -4 | 27 | -7 | 13 | -22 | -1 | -9 | 12
CCOC(=O)N1CCN(c2c(-c3ccc(C)c(C)c3)c(=O)c2=O)CC1 | 7 | 1 | -1 | 3 | 1 | 0 | -7 | 15 | 12 | -16 | -15
COc1ccc(NC(=O)C2(C)CCN2CCOc2ccc(C)cc2)cc1OC (stereo not given) | 2 | · | 20 | 2 | 0 | · | -18 | -4 | -3 | -19 | 0
CCOC(=O)C(C#N)C(c1cccnc1)c1c(C)[nH][nH]c1=O (stereo not given) | 21 | 2 | 15 | 7 | -19 | 2 | -8 | -5 | -2 | -12 | -8
COc1ccc(CNC(=O)C(OC(=O)c2ccco2)c2ccc(F)cc2)cc1 (stereo not given) | 10 | 3 | -20 | -20 | -3 | -9 | 14 | -8 | 3 | -10 | 9
CCN(CC(=O)Nc1ccc(OC)cc1)C(=O)c1cc(-c2cccs2)nn1-c1ccccc1 | 50 | -1 | 1 | 10 | 36 | 10 | 22 | 54* | 13 | 17 | -11
CC(=O)N1c2ccc(S(=O)(=O)N3CCCC3C(=O)Nc3cccc(F)c3)cc2CC1C (stereo not given) | 11 | -2 | -2 | 8 | 0 | -1 | 14 | -2 | 12 | 9 | 3
Cc1ccc(-n2c(=O)c3cc4c(=O)n(-c5ccc(C)c(C)c5)c(=O)c4c(C(=O)c4ccc(C(=O)O)cc4)c3c2=O)cc1C | 0 | -2 | 8 | 10 | -14 | 9 | -7 | -13 | 8 | -13 | -2
CCOC(=O)N1CCN(C(=O)c2ccc(CN(c3ccccc3)S(C)(=O)=O)cc2)CC1 | 14 | 0 | 2 | 9 | 1 | 1 | -1 | -4 | 10 | 1 | 10
O=C(Oc1cccc(C(=S)N2CCOCC2)c1)c1cccc(Cl)c1 | 7 | 3 | -13 | 7 | -12 | 6 | -13 | 8 | 15 | -10 | 6
CC1(C)CCC[C@]2(C)C(CS(=O)c3ccccc3)=C(C=O)CC[C@@H]12 (stereo not given in full) | 18 | -4 | -7 | 10 | -1 | -6 | 8 | 7 | 15 | -14 | 1
COc1c(/C=N/NS(=O)(=O)c2ccc(C)cc2)c(CCN(C)C(C)=O)cc2c1OCO2 | 2 | 1 | 20 | 4 | 2 | 8 | -1 | -7 | -11 | 9 | -5
Cc1cc(C(=O)CSc2nnnn2C)c(C)n1-c1ccc2c(c1)OCCO2 | -214 | -2 | -50 | -198 | -4 | -71 | 22 | -3 | 52* | -14 | 6
CCCC(=O)NC(=S)Nc1cccc(C(C)=O)c1 | -27 | 3 | -27 | -31 | 1 | -11 | 20 | -10 | -9 | -17 | 5
Cc1cccn2c(=O)c(/C=N/O)c(Nc3ccccc3F)nc12 | 12 | 4 | -35 | 5 | -10 | 1 | -15 | -18 | -6 | 12 | 3
COc1ccc(C)cc1N(C)C(=O)Cc1c(C(=O)O)n(C)c2ccccc12 | 10 | -2 | -34 | 18 | -13 | 17 | -4 | -16 | 14 | 7 | -1
Cc1cc(C)c(C#N)c(N2CCN(Cc3ccc4c(c3)OCO4)CC2)n1 | 2 | -2 | -19 | 21 | 5 | -9 | -13 | -10 | -4 | 4 | 7
Cn1c(=O)c2[nH]c(-c3cccnc3)nc2n(C)c1=O | -6 | -4 | -12 | 6 | -8 | -4 | 10 | 3 | -2 | -14 | 14
CCOc1ccc(OCCCC(=O)N(CC)CC(=O)Nc2c(F)cccc2F)cc1 | 10 | 2 | -16 | 11 | -4 | 12 | -12 | 0 | -12 | 9 | 15
CCc1nc(N)c(C#N)c(-c2ccncc2)c1C | 24 | 0 | 0 | 15 | -8 | 6 | 3 | 15 | 5 | 12 | -16
Cc1cccc(NC(=O)CSc2nnc(C)c(=O)n2N)c1C | 5 | 1 | 4 | -7 | 5 | -8 | 14 | -2 | 9 | -6 | -10
COc1ccc(C)cc1NC(=O)CN1C(=O)COc2ccc(S(=O)(=O)N3CCOCC3)cc21 | 8 | -1 | 2 | -14 | -3 | -6 | -12 | -36 | -21 | 0 | -2
CCC(=O)N1CCc2cc(S(=O)(=O)CCC(=O)NCc3ccc(C)cc3)ccc21 | 2 | 1 | -6 | 14 | 1 | 10 | -1 | 14 | 9 | -16 | 3
Cc1ccc(OCC(=O)N/N=C2\CCOc3c(C)cccc32)cc1 | -22 | -1 | -7 | -44 | -17 | 6 | -8 | -7 | -12 | 0 | 8
Cc1[nH]c2ccccc2c1C(=O)C(=O)N(C)C1CCCCC1 | 14 | 5 | 0 | 3 | -23 | -5 | 4 | 9 | 20 | 17 | -4
O=C(N/N=C/c1ccccn1)c1c[nH]c2ccccc12 | -271 | 0 | -83 | -216 | 31 | -74 | -12 | 7 | -58 | -52 | 3
CCCC(=O)NCCc1cc2cc(C)c(C)cc2[nH]c1=O | -3 | · | 9 | -5 | 28 | -1 | -12 | -1 | 8 | -14 | 2
OCc1ccccc1-c1cnc2sc(NCc3ccc(F)cc3)nn12 | 14 | · | 0 | 10 | 11 | · | 12 | 4 | 4 | 12 | -3
COc1ccccc1N1CCN(C(=O)c2c(-c3c(F)cccc3Cl)noc2C)CC1 | 27 | · | -22 | 24 | 6 | 8 | 11 | 20 | 10 | 2 | -18
CCN(C(=O)COC(=O)CNS(=O)(=O)c1ccccc1)c1ccccc1 | 1 | 3 | 3 | 11 | -5 | -2 | 14 | 11 | -9 | 3 | 3
CC1CN(C(=O)COC(=O)c2ccc(C#N)cc2)CC(C)O1 (stereo not given) | 4 | 1 | 4 | 7 | -18 | 0 | 18 | -8 | 6 | -1 | -1
CC(C)(C)c1ccc(C(=O)OCC(=O)NC2CC2)cc1 | -35 | · | 11 | -5 | 1 | 16 | -1 | 10 | -39 | -2 | -3
COCC(=O)N1CCN(c2ccc([N+](=O)[O-])cc2)CC1 | 2 | -1 | 6 | 4 | -4 | 0 | -2 | 6 | 3 | 9 | -5
COc1ccc(OC)c(NC(=O)N2CCCC(CNS(=O)(=O)c3cccs3)C2)c1 (stereo not given) | 4 | -1 | 34 | 12 | 2 | -14 | -16 | 9 | -17 | -17 | -9
COCCNC(=O)C1(C)CCCN(C(=O)c2ccc3ccccc3c2)C1 (stereo not given) | 2 | · | -29 | 0 | -22 | · | 15 | 0 | -4 | -19 | 11
O=C(COc1ccccc1Cl)N1CCN(C(=O)c2ccco2)CC1 | -2 | 0 | -17 | 8 | 17 | -4 | 5 | -15 | -18 | 0 | 16
CCSc1nc(N2CCOCC2)c2c(c1C#N)CC(C)(C)N(C)C2 | 16 | 0 | -21 | 19 | -18 | -10 | -6 | 7 | -4 | -19 | 7
O=C(NC1CCCC1)C1CCN(S(=O)(=O)c2ccccc2)CC1 | 6 | 1 | 0 | 15 | -8 | 4 | 14 | -10 | -12 | 7 | 2
CC(C)CSc1nnc2c3ccccc3n(C)c2n1 | -232 | 4 | -80 | -260 | 12 | -54 | -26 | -12 | -81 | -102 | -6
CC1CCN(C(=O)CCCNC(=O)Cn2cnc3sc4c(c3c2=O)CCCC4)CC1 | 11 | 0 | -9 | 19 | -3 | 2 | 5 | 16 | 9 | -3 | -9
O=C(COc1ccccc1)NCC(=O)Nc1ccc(S(=O)(=O)NCc2ccco2)cc1 | 10 | -4 | -5 | 12 | -1 | 3 | 4 | -10 | 15 | -3 | 10
Cc1nc2c(C(=O)NCc3ccc4c(c3)OCO4)c[nH]n2c(=O)c1Cl | 0 | -2 | -2 | 19 | -8 | 11 | 16 | 3 | 9 | 1 | 6
CCCCn1c(N)c(N(CC(C)C)C(=O)CN(C)S(=O)(=O)c2ccc(F)cc2)c(=O)[nH]c1=O | -6 | 3 | -11 | 3 | 1 | 3 | -16 | 6 | -8 | -27 | 2
CC(C)(C)C(=O)Nc1cccc(OC(F)(F)C(F)Cl)c1 (stereo not given) | -11 | 0 | -22 | -23 | -2 | 4 | -11 | 10 | -7 | -3 | -1
CCCCC(CC)CNC(=O)c1ncn[nH]1 (stereo not given) | 3 | -2 | -21 | 10 | 4 | 2 | -11 | 4 | -3 | 16 | 7
COCCN(C(=O)COC(=O)Cc1coc2cc3c(cc12)CCC3)c1c(N)n(Cc2ccccc2)c(=O)[nH]c1=O | -8 | -3 | -14 | -14 | 0 | 4 | -4 | -7 | -10 | -6 | -4
CC1CCCCN1C(=O)CSc1nc(C2CC2)nc2ccccc12 (stereo not given) | 39 | 4 | -20 | 28 | 18 | 11 | 19 | 19 | 20 | 5 | -24
CCN(CC)c1ccc(NC(=O)CSC(=O)c2ccccc2)cc1 | -52 | · | 18 | -53 | -1 | -9 | -36 | -2 | -12 | -14 | 10

An excerpt of these results, in CSV form.
structure,Peg3 promoter,NR2E3 ag-1,NR2E3 ag-2,HIF-2a block,TRAIL sens C8,TRPM1 prom inh,TWEAK-Fn14 inh,CF NFkB inh,TROY NFkB inh,Shn3 3UTR inh,KKLEB cytotox
CC(C)(C)C(=O)Nc1cccc(OC(F)(F)C(F)Cl)c1 (stereo not given),-11,0,-22,-23,-2,4,-11,10,-7,-3,-1
CCCCC(CC)CNC(=O)c1ncn[nH]1 (stereo not given),3,-2,-21,10,4,2,-11,4,-3,16,7
COCCN(C(=O)COC(=O)Cc1coc2cc3c(cc12)CCC3)c1c(N)n(Cc2ccccc2)c(=O)[nH]c1=O,-8,-3,-14,-14,0,4,-4,-7,-10,-6,-4
CC1CCCCN1C(=O)CSc1nc(C2CC2)nc2ccccc12 (stereo not given),39,4,-20,28,18,11,19,19,20,5,-24
CCN(CC)c1ccc(NC(=O)CSC(=O)c2ccccc2)cc1,-52,·,18,-53,-1,-9,-36,-2,-12,-14,10
